High-throughput results as filed in PubChem BioAssay.
POLK inh – DNA polymerase kappa (human) inhibition. Q9UBT6. purified Pol kappa, fluorescent DNA synthesis assay, 10 min. Potency, µM (series often up to 107 µM), for the others: at the highest dose activity, negative = inhibition, actives largely listed as inhibitors. hit rate 0.53% among 400,000. AID 588579; also: % is scaled to controls: 0 for no effect and ±100 for the full control effect
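Inhibition of 10 nM Pol kappa is measured by a fluorescent read-out at 0 and 10 min following addition of 50 nM substrate (final), with a 15-min room-temperature compound preincubation.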
Apoferritin bind – candidate novel general anesthetic via apoferritin binding; P02791; AID 485281; Potency, µM (titrated, usually from 77.5 µM), for the others: top-dose activity change, negative = displacement, most hits filed as inhibitors; apoferritin/1-aminoanthracene competitive binding, fluorescence; hit rate 0.074% among 350,000; also: % is scaled to controls: 0 for no effect and ±100 for the full control effect; nearly all actives have a fitted effect of over 20% in size
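Apoferritin-based anesthetic binding model; compound displacement of fluorescent 1-AMA measured as endpoint fluorescence after 10 minutes at room temperature, scaled to free-ligand and complex controls.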
G9a inh – G9a (human) methyltransferase inhibition; Q96KQ7; G9a H3K9 monomethylation, AlphaScreen, 2 h; Potency, µM (doses to about 102 µM), without a hit: top-dose activity, negative = inhibition, usual class: inhibitors; hit rate 8.8% among 350,000; AID 504332; also: % is scaled to controls: 0 for no effect and ±100 for the full control effect; nearly all actives have a fitted effect of over 75% in size
Target sequence (Q96KQ7 913-1193 limits assumed): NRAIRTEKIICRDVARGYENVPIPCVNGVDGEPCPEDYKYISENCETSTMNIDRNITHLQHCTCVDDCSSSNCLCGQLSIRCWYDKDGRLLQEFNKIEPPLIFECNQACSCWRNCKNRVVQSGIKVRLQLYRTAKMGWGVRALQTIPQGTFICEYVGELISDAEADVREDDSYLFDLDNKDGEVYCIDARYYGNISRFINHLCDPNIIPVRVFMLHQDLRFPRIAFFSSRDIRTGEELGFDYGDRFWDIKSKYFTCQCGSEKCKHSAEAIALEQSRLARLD
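Methyltransferase reactions run at room temperature for 2 h (20 nM enzyme, 500 nM biotin-H3K9 peptide, 20 uM SAM) after a 15 min compound preincubation; product detected by AlphaScreen beads and anti-H3K9me1 antibody.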
BLM helicase inh – blocks DNA unwinding by human BLM helicase | P54132 | Potency, µM (highest dose often 56.1 µM), for inactives: top-dose activity change, negative = inhibition, actives largely listed as inhibitors | recombinant BLM DNA unwinding, fluorescence dequenching | hit rate 0.2% among 350,000;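 also: plate controls were vehicle for no effect and no enzyme for full effect; nearly all actives have a fitted effect of over 35% in size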
APEX1 inh – blocks human APE1 abasic DNA cleavage | P27695 | recombinant APE1, TAMRA/BHQ-2 abasic DNA cleavage fluorescence | Potency, µM (doses to about 65.8 µM), for inactives: top-dose activity change, negative = inhibition, hits mostly inhibitors | hit rate 0.35% among 350,000 | AID 2517;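 also: plate controls were vehicle for no effect and reference inhibitor for full effect; nearly all actives have a fitted effect of over 55% in size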
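Incision of a quenched TAMRA/BHQ-2 THF abasic-site duplex (50 nM) by 0.75 nM APE1, after 15 min compound preincubation, measured as fluorescence increase over three 60 s reads. Values normalized to buffer, DMSO and NSC13755 control wells.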
Pol eta inh – DNA polymerase eta (human) inhibition; Q9Y253; Potency, µM (titrated, usually from 114 µM), for inactives: top-dose activity change, negative = inhibition, actives largely listed as inhibitors; recombinant Pol eta, fluorescent DNA replication assay; hit rate 1.2% among 390,000; also: % is scaled to controls: 0 for no effect and ±100 for the full control effect
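Fluorescent replication assay: 50 nM final substrate added after a 15 min room-temperature compound preincubation with 10 nM enzyme. Signal taken at 0 min and again at 10 min.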
BAZ2B block – blocks human BAZ2B; AlphaScreen BAZ2B-H3K14Ac peptide displacement; hit rate 4.4% among 360,000; AID 504333; Potency, µM (top dose mostly 114 µM), without a hit: at the top dose activity change, negative = inhibition, most hits filed as inhibitors; also: % is scaled to controls: 0 for no effect and ±100 for the full control effect; nearly all actives have a fitted effect of over 60% in size
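BAZ2B 50 nM plus b-H3(5-23)K14Ac 50 nM, PBS pH 7.4/0.01% Tween-20, 30 min RT; compound added (max 110 uM), 30 min RT; streptavidin donor/Ni-chelate acceptor beads 10 ug/mL final, 20 min dark; AlphaScreen read.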
POLI inh – inhibitors of human DNA polymerase iota | hit rate 1% among 390,000 | Pol iota fluorescent replication assay, 10 min | Potency, µM (series often up to 115 µM), without a hit: at the highest dose activity, negative = inhibition, most hits filed as inhibitors | Q9UNA4
Target sequence (Q9UNA4 whole entry, looked up): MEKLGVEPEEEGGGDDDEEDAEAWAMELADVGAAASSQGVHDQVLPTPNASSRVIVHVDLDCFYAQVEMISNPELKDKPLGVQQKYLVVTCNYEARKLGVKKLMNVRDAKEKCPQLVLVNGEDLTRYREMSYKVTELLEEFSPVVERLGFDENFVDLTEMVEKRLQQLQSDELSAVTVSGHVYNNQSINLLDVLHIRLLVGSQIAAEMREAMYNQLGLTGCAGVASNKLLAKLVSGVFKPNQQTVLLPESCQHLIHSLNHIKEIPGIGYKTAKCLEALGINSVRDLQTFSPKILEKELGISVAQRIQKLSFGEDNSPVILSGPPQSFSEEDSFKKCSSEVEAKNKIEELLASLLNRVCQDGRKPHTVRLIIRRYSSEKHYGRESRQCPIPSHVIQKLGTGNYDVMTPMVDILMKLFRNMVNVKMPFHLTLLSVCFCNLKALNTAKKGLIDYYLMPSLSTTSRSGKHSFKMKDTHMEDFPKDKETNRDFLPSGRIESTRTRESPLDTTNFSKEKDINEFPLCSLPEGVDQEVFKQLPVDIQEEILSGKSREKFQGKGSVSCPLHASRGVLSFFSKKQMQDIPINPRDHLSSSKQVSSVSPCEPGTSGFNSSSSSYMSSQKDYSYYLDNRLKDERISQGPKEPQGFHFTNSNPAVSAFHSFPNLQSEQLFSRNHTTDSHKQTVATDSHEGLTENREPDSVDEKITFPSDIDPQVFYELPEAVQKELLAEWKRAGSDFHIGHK
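Fluorescent replication assay read twice, at 0 min and 10 min after adding 50 nM (final) substrate. Enzyme (10 nM) and compounds were first incubated 15 min at room temperature; enzyme-free buffer wells were negative controls.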
POLB inh – inhibitors of human DNA polymerase beta | P06746 | Pol beta primer extension/strand displacement, fluorescence kinetic | Potency, µM (series often up to 114 µM), without a hit: top-dose activity change, negative = inhibition, usual class: inhibitors | hit rate 1.3% among 340,000; also: % is scaled to controls: 0 for no effect and ±100 for the full control effect
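Pol beta (10 nM) was preincubated with compound for 15 min at room temperature. The reaction was then started with 50 nM substrate and read immediately and after a further 10 min at room temperature.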
Active calls of the source: *; ? = inconclusive; nt = not tested or not shown; & = joins results of further samples; ! = repeats disagree; [ ] = remark or other dose. Calls follow the shape of the dose curve; as a rule, active = well fitted curve in the direction sought with a large enough effect; inconclusive = small, poorly fitted or top-dose-only effect, or another doubt; inactive = no such curve, though single readings can be large; an effect the other way counts as inactive or inconclusive. Potency is read from the fitted curve at half-maximal effect. An excerpt; count on the stated rates, not on these rows.

Every second line gives: POLK inh, Apoferritin bind, G9a inh, BLM helicase inh, APEX1 inh, Pol eta inh, BAZ2B block, POLI inh, POLB inh
- COc1ccc(C(=O)N/C(=C\c2ccco2)C(=O)NC2CCS(=O)(=O)C2)cc1 (stereo not drawn)
→ -5%, -7%, -51%[59 µM], 0%, 2%, -4%, -19%, 24%, -6%
- CCCC(C)NC1=NCCCCC1 (stereo not drawn)
→ -6%, -5%, -8%, -2%, -2%, 0%, -5%, -2%, 18%
- CC(=O)c1ccc(NC(=O)COc2ccccc2C(=O)Nc2ccccc2)cc1
→ -20%&-18%, -19%, 15%, -5%, -6%, -20%, -14%, 4%&-8%, 0%
- COc1ccc(NC(=O)c2ccc(COc3ccccc3)o2)cc1
→ -20%, -22%, -4%[59 µM], -1%, -4%, -5%, -28%, 11%, -16%
- CN(CC(=O)Nc1cc(S(=O)(=O)N2CCCCCC2)ccc1Cl)Cc1ccc2c(c1)OCO2
→ 0%, nt, -3%[2.33 µM], nt, 6%, -7%, 3%, -29%, nt
- Cc1ccc(-n2[nH]c(C)c(/C=C3/C=Nc4ccccc43)c2=O)cc1C
→ -3%, -2%, 0%[59 µM], 2%, 1%, -12%, -28%, 13%, 9%
- CCC1CN(C(=O)N2CCC(C(=O)NCCc3ccccc3)CC2)c2ccccc2O1 (stereo not drawn)
→ -5%, -12%, nt, -1%, -13%, 4%, -6%, ?, -1%
- O=C(c1ccccc1[N+](=O)[O-])N1CCC(Cc2ccccc2)CC1
→ -1%, -20%, 13%[0.501 µM], -1%, 2%, -7%, -8%[57.1 µM], 11%, -14%
- CS(=O)(=O)Nc1ccc(-c2n[nH]c(=S)n2-c2ccccc2)cc1
→ 6%, 2%, 0.5µM*, 0%, 3%, -8%, -7%, 8%, 9%
- COc1ccc(CNC(=O)CCCCCn2c(SCC#N)nc3cc4c(cc3c2=O)OCO4)cc1
→ 10%, 5%, 0%[12.7 µM], -5%, 16%, 6%, 10%, ?, -9%
- O=S(=O)(NCc1ccco1)c1ccc2ccccc2c1
→ -17%, 4%, 1%, -2%, -10%, -18%, ?, 118%[activator], 33%
- CC(=O)Oc1ccc2c(=O)c(-c3ccccc3)coc2c1
→ -12%, -6%, 8%, -11%, ?, -17%, -23%, 67%[activator], -28%
- CC(C)Cn1c(-c2cc([N+](=O)[O-])ccc2Cl)nc2c1c(=O)[nH]c(=O)n2Cc1ccccc1
→ -19%, 0%, 3%[59 µM], 1%, 13%, -17%, ?, 23%, 31%
- O=C(c1cc(F)c(F)c(F)c1F)N1CCN(C(=O)C2CCCO2)CC1 (stereo not drawn)
→ -3%, nt, nt, nt, 4%, -13%, nt, 39%[activator], nt
- CCN(CC)c1ccc(/C=N/NC(=S)NCc2ccccc2)cc1
→ -18%, nt, 44%[12.7 µM], -8%, -1%, -26%, ?, -3%, 17%
- CC(=O)O/N=C/c1c(N2CCOCC2)n(C)c2ccccc12
→ -4%, -9%, 22%, 0%, 1%, 8%, -4%, 20%, 7%
- O=CNCCCc1nc2ccccc2n1CCc1ccccc1
→ -6%, 1%, 17%, -1%, 2%, 6%, -4%, 100%[activator], 0%
- COc1ccc(/C=N/NC(=S)Nc2ccccc2)cc1COc1cccc(C)c1C
→ -4%, -1%, 40%[59 µM], -10%, -4%, 2%, -16%, -3%, 21%
- COc1ccc(-c2nn(-c3ccccc3)cc2C(=O)NC2CCC(C)CC2)cc1 (stereo not drawn)
→ 10%, nt, -4%, nt, 6%, -13%, -6%, 38%[activator], nt
- CCOC(=O)Cn1nc(-c2ccc(F)cc2)oc1=O
→ 22%, -15%, 17%, 2%, 0%, -4%, 9%, -1%, -12%
- NS(=O)(=O)c1ccc(CCNC(=O)CCCNC(=O)c2ccc(Cl)cc2)cc1
→ 2%, -4%, 24%, 0%, 6%, -6%, -1%, 8%, 0%
- O=C(Nc1ccccc1)Nn1cnnc1
→ -12%, 3%, 25%, -6%, 30%, -21%, 0%, 70%[activator], 6%
- Cc1nc(C)c(C(=O)Nc2cccc(Cl)c2)o1
→ -5%, -8%, 19%[59 µM], -6%, 13%, -9%, -4%, -6%, 0%
- CC(C)(C)OC(=O)N/N=C\c1cccnc1
→ -9%, -10%, 1.3µM*, -6%, 4%, -3%, -31%, 38%[activator], -10%
- CCCCNC(=O)CNC(=O)c1nn(-c2ccc(OC)cc2OC)c(=O)c2ccccc12
→ -24%, 8%, 5%, 1%, 3%, -18%, 2%, ?, 56%
- CN1CCCC1CCNc1ccc2oc3ccccc3c(=O)c2c1 (stereo not drawn)
→ 16%, -2%, nt, 30%, -2%, -25%, ?, ?, 3%
- N#Cc1nc(-c2cccs2)oc1N1CCN(Cc2ccccc2)CC1
→ -9%, 80%[activator], ?, -9%, -6%, -9%, 25µM*, ?, -23%
- CC(CC(=O)O)CC(=O)Nc1ccccc1C(=O)O (stereo not drawn)
→ 4%, 4%, 13%[59 µM], 1%, 13%, -13%, 7%, -2%[58.9 µM], 2%
- COCCCn1c(SCC(=O)n2c(C)c(C)c3ccccc32)nnc1-c1ccoc1C
→ -2%, ?, ?, -3%, -4%, 5%, ?, ?, ?
- O=C(Nc1nccs1)C(c1ccccc1)N1CCCCC1 (stereo not drawn)
→ -2%, -3%, -4%, -6%, 11%, 1%, -12%, 83%[activator], -1%

Three compounds from above, ordered by the number in BLM helicase inh, falling:
SMILES	BLM helicase inh
CCOC(=O)Cn1nc(-c2ccc(F)cc2)oc1=O	2%
CCC1CN(C(=O)N2CCC(C(=O)NCCc3ccccc3)CC2)c2ccccc2O1 (stereo not drawn)	-1%
CC(=O)Oc1ccc2c(=O)c(-c3ccccc3)coc2c1	-11%

Later entries.
Every second line gives: POLK inh, Apoferritin bind, G9a inh, BLM helicase inh, APEX1 inh, Pol eta inh, BAZ2B block, POLI inh, POLB inh
- c1ccc(Nc2cc(Nc3ccccc3)[nH]n2)cc1
→ -5%[60.1 µM], -22%, ?, -7%, 3%, 6%, 45µM*, -14%, 11%
- COCCNc1nc2c(c(=O)n(Cc3ccccc3F)c(=O)n2C)n1C
→ -5%, -1%, 82%, 1%, 37%, 2%, -3%, -19%, 2%
- C=CCOc1nc2c(c(=O)n(C)c(=O)n2C)n1Cc1ccc(Cl)cc1
→ -17%, 4%, 1%[59 µM], 0%, 17%, 0%, 12%, 17%, 50%
- Cc1nc(N=Nc2ccc(S(=O)(=O)O)cc2S(=O)(=O)O)c(COP(=O)(O)O)c(C=O)c1O
→ ?, -12%, ?, -4%, 32µM*!, -5%[57.1 µM], nt, 2%[58.9 µM], 0%[57.1 µM]
- CCN(Cc1ccncc1)C(=O)c1cc(COc2ccc(C)c(C)c2)on1
→ -6%, ?, nt, -5%, -6%, -17%, ?, 44%[activator], ?
- CCC(CC)C(=O)c1c[nH]c(C(=O)NCc2ccco2)c1
→ -8%, 2%, 1%[59 µM], -1%, 11%, -5%, -2%, 4%, 10%
- CC(C)C[C@@H](CO)N1CCN(Cc2ccc([N+](=O)[O-])cc2)CCC1=O
→ 7%&11%, -5%, nt, -9%, -2%, -14%, 4%, 29%&8%, 69%
- CC1Cc2cc(-c3csc(NC(=O)Cc4cccs4)n3)ccc2N1S(C)(=O)=O (stereo not drawn)
→ -9%, 9%, ?, -7%, -7%, -13%, -33%, ?, 5%
- O=C(NNC(=O)c1ccc(Cl)c([N+](=O)[O-])c1)c1ccncc1
→ 0%, 6%, nt, -1%, -11%, 16%, 3%, 89%[activator], 64%
- COc1ccc(NC(=O)c2ccccc2NC(=O)c2cccs2)cc1
→ -11%, -7%, -2%, -4%, 1%, -15%, 6%, -2%, 32%
- Cn1cnnc1SCc1ccccc1
→ -15%, -8%, 1.3µM*, -4%, 18%, -20%, 13%, 23%, 6%
- COc1ccc(C2=NS(=O)(=O)N(C)C(C(=O)N3CCCCC3C)=C2)cc1 (stereo not drawn)
→ -5%, ?, nt, -2%, -2%, -5%, 8%, 4%, 1%
- COc1ccc(C(=O)NC2CCN(C(=O)Nc3ccc(F)cc3)CC2)cc1
→ 5%, 10%, 10%, -3%, -1%, -5%, 4%, 57%[activator], 37%
- COC(=O)c1ccccc1NC(=O)COC(=O)CO/N=C(\C)c1ccc2c(c1)OCO2
→ 1%, -3%, 12%[12.7 µM], -8%, -7%, -19%, 1%, 63%[activator], 26%
- Cc1ccc(S(=O)(=O)NCc2nc3nc(C)cc(C)n3n2)cc1
→ -7%, 0%, -4%[59 µM], 3%, nt, -23%, -1%, 10%, 5%
- COc1ccc(C2N(C(=O)CN3CCOCC3)CCN2S(=O)(=O)c2ccccc2)cc1 (stereo not drawn)
→ -4%, -11%, 12%[2.33 µM], -5%, -1%, 2%, 0%, 5%, 9%
- COc1ccccc1-c1nnc(Sc2nc([N+](=O)[O-])nn2C)o1
→ -9%, -13%, -9%[12.7 µM], -1%, 2%, -3%, -5%, -1%, -8%
- CCCCNC(=O)c1ccc2c(c1)C(=O)N(Cc1ccncc1)C2=O
→ -7%, -10%, 17%, -5%, 71%[activator], -7%, -18%, 30%[activator], -14%
- COc1cccc(/C=N/N2C(=O)CSC2=S)c1O
→ ?, -20%, 8.9µM*, -6%, 2%, -9%, 3.2µM*, ?, ?
- CCOC(=O)c1c(NC(=O)c2cc(C)oc2C)sc(C(=O)Nc2ccc(Cl)cc2)c1C
→ -4%, -8%, 8%, -5%, 0%, 12%, 3%, 6%, 15%
- Cc1c2n(c3ccccc13)CCN(C)C2
→ 6%, nt, -11%[2.33 µM], nt, 17%, -20%, -1%, 32%[activator], nt
- COc1ccccc1CCNC(=O)c1ccc(NC(=O)CC2SC(N3CCCCC3)=NC2=O)cc1 (stereo not drawn)
→ 3%, nt, 41%[activator][12.7 µM], nt, 24%, -6%, -6%, 19%, nt
- Cc1nc(NC(=O)CSc2nnc(-c3ccncc3)n2C)sc1C
→ 8%, -4%, ?, -3%, 45%[activator], 4%, -20%, ?, 3%
- CCCC(=O)C1=C(O)C(c2cccc(Oc3ccccc3)c2)CCC1=O (stereo not drawn)
→ -8%, -16%, -8%, -5%, 3%, -6%, -2%, -4%, 8%
- COc1ccc2[nH]c3c(=O)n(/N=C/[C@H]4C(C)C=C(C)CC4C)c(=O)[nH]c3c2c1 (stereo partly drawn)
→ -12%, -3%, 21%[59 µM], -7%, 6%, -15%, -19%, 27%, -1%
- O=C(O)Cn1c(=O)cnc2ccccc21
→ -14%, -3%, 1%[59 µM], -3%, -1%, -11%, -1%, 2%, 8%
